Screens from PubChem BioAssay.
Cycloheximide cs: Cycloheximide Counterscreen for Small Molecule Inhibitors of Shiga Toxin; cell reporter, cycloheximide protein synthesis inhibition counterscreen; 300,000 tested, 12% active; max response, %; AID 2314, 2010; in the data active means max response mostly above about 13%, no sharp cut-off; inactive means mostly below about 14%; further: read at 38.3 µM for the half of the compounds with a filed dose; 0% is about no effect
Shiga inhibitor: A qHTS for Small Molecule Inhibitors of Shiga Toxin | inhibition, % at 38.7 µM | 290,000 tested, 9.2% active | Vero cells, Shiga toxin protein synthesis inhibition reporter; in the data active means inhibition mostly above about 28%, no sharp cut-off; inactive means mostly below about 43%; further: 0% is about no effect
Tb PYK inh: qHTS of Trypanosoma Brucei Inhibitors; pyruvate kinase (Trypanosoma brucei), Q57TT1; TbPYK enzyme, Kinase-Glo Plus ATP luminescence, 45 min; Potency, µM (series often up to 76.8 µM), for the others: at the top dose activity, negative = inhibition, actives largely listed as inhibitors; 410,000 tested, 0.12% active; further: potency means the concentration at half of the fitted maximal effect; on the % scale 0 is the no-effect control and ±100 the full control effect; nearly all actives have a fitted effect of over 50% in size
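T. brucei PYK with substrate was exposed to pin-transferred compounds across a concentration series, then started with 130 uM ADP (final). After 45 min at room temperature, Kinase-Glo Plus luminescence was read, normalized and curve-fitted.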
AMA1 RON2 block: qHTS for Inhibitors of AMA1-RON; Towards Development of Antimalarial Drug Lead: Primary Screen. AlphaScreen AMA1-biotinylated RON2 peptide binding. Potency, µM (series often up to 58.2 µM), inactives show top-dose activity change, negative = inhibition, actives largely listed as inhibitors. 360,000 tested, 0.2% active. AID 720542, 2013;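 further: potency means the concentration at half of the fitted maximal effect; 0% = vehicle wells and -100% = peptide control; nearly all actives have a fitted effect of over 45% in size; some results filed as inactive show a strong effect at the top dose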
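AMA1 (3D7) with his tag at 25 nM final met compounds first, then biotinylated RON2 peptide at 25 nM; detection used donor plus acceptor beads, 10 µg/mL apiece, read by AlphaScreen after 30 min at room temperature.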
LmPK inh: qHTS Assay for Inhibitors of Leishmania Mexicana Pyruvate Kinase (LmPK); Q27686; purified LmPK, Kinase-Glo ATP luminescence, 1 h; Potency, µM (highest dose often 57.5 µM), inactives show at the top dose activity change, negative = inhibition, most hits filed as inhibitors; 290,000 tested, 0.37% active; AID 1721, 2009; further: potency means the concentration at half of the fitted maximal effect; on the % scale 0 is the no-effect control and ±100 the full control effect
Target sequence (Q27686 whole entry, looked up): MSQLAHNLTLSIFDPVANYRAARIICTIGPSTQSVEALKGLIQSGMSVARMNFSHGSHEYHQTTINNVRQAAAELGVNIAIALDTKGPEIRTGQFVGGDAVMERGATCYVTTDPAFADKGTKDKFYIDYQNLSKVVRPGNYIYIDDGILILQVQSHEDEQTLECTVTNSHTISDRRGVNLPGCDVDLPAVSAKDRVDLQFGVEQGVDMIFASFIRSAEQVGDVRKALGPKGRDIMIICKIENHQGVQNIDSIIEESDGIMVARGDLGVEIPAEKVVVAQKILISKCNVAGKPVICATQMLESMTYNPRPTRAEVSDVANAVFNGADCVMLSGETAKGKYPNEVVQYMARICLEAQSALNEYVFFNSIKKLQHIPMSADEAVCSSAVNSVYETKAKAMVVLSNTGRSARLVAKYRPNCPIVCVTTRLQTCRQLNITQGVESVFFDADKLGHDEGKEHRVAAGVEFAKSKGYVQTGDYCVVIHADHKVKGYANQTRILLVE
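qHTS format; LmPK 0.1 nM; substrates PEP 0.5 mM and ADP 0.1 mM. One-hour room-temperature incubation, then coupled luciferase luminescence; 0.5 nM enzyme wells mark activation.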
Pf growth 96h: Primary qHTS for delayed death inhibitors of the malarial parasite plastid, 96 hour incubation; P. falciparum luciferase reporter growth, 96 h; Potency, µM (titrated, usually from 28.7 µM), inactives show top-dose activity change, negative = inhibition, hits mostly inhibitors; 320,000 tested, 6.9% active; AID 504834, 2011; further: potency means the concentration at half of the fitted maximal effect; on the % scale 0 is the no-effect control and ±100 the full control effect
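Two-generation exposure (96 h) targets delayed-death phenotype. Reporter parasites carrying integrated firefly luciferase, in red cells at 2% hematocrit and 0.05% parasitemia final, kept at 37 C, 5% CO2; luminescence loss indicates inhibition.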
Pf growth 48h: Primary qHTS for delayed death inhibitors of the malarial parasite plastid, 48 hour incubation; P. falciparum luciferase growth in erythrocytes, 48 h; Potency, µM (doses to about 28.7 µM), for the others: at the highest dose activity change, negative = inhibition, hits mostly inhibitors; 310,000 tested, 5.9% active; AID 504832, 2011; further: potency means the concentration at half of the fitted maximal effect; on the % scale 0 is the no-effect control and ±100 the full control effect
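Firefly luciferase activity from engineered P. falciparum reports growth; inhibitors lower the luminescent signal. Cultures contained 2% hematocrit erythrocytes at 0.1% final parasitemia.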
* = called active by the depositor; ? = inconclusive; / = not tested or not shown; & = joins results of further samples; [ ] = remark or other dose. Unless noted, the call rests on the fitted dose curve; in most records, active means well fitted curve in the direction sought with a large enough effect; inconclusive means small, poorly fitted or top-dose-only effect, or another doubt; inactive means no such curve, though single readings can be large; an effect the other way counts as inactive or inconclusive.

SMILES	Cycloheximide cs	Shiga inhibitor	Tb PYK inh	AMA1 RON2 block	LmPK inh	Pf growth 96h	Pf growth 48h
Cc1cc(C)cc(NCc2cc(=O)oc3cc(C)c(O)cc23)c1	-3	6	6%	-6%	1%	?	?
CC1=NN(C(=O)c2cc(C)nn2C)C(O)(C(F)(F)F)C1 (centres undefined)	1	-3	-10%	22%	-4%	-16%	7%
Cc1nnc(-c2cnn(C)c2N)n1Cc1ccccc1	6	-2	1%	28%	3%	51%[activator]	/
COc1ccc(Br)cc1C1N2CC3(C)CN1CC(C)(C2)C3=O (centres undefined)	-5	-3	-10%	2%	6%	57%[activator]	30%
Cc1cc(C(=O)NCc2cccnc2)cs1	-2	-3	7%	5%	-6%	-1%	32%[activator]
COC(=O)c1ccc(CN2C(=O)C(C)N(C(=O)c3c(F)cccc3F)c3ccccc32)cc1 (centres undefined)	-4	24	-7%	-8%	-1%	?	?
CCSc1nc2c(c(=O)[nH]1)C(c1ccncc1)C(C(=O)OC(C)C)=C(C)N2 (centres undefined)	-4	-21	-1%	4%	-1%	10µM*	?
O=C(NCCCN1CCCC1=O)c1cc(NS(=O)(=O)c2ccc(F)cc2)cc(NS(=O)(=O)c2ccc(F)cc2)c1	-1	-3	5%	2%	4%	17%	/
CCc1ccc(NC(=O)c2cc(-c3cccs3)on2)cc1	38*	100*	-6%&3%	-2%	-5%	-15%	310%[activator]
Cn1cc(C(=O)N/N=C/c2cc(Br)cs2)c2ccccc21	-2	0	/	/	4%	?	50%[activator]
OCCC1CN(Cc2cccn2-c2cccnc2)CCN1Cc1ccccc1 (centres undefined)	-2	0	-3%	-19%	7%	?	-9%
CCCn1nc2cc(C(=O)NCc3ccccc3OC)ccc2c1OCC	2	-3	1%	-1%	-5%	0%	?
Cn1c(SCC(=O)Nc2nncs2)nnc1C1CC1	-1	-6	-5%	-8%	3%	?	16%
O=C(COC(=O)COc1ccc(Cl)cc1Cl)NC1CCCC1	/	/	-11%	0%	/	22%	9%
Cc1cc(C)cc(C(=O)NCC(=O)OCC(=O)N2CCCCC2)c1	-2	18	-4%	14%	0%	64%[activator]	13%
CN(C)c1ccc(/C=C2/C(=N\O)C3CCN2CC3)cc1	41*	89*	-20%	-13%	-4%	86%[activator]	176%[activator]
CCC(=O)Nc1cccc(-c2ccc(N3CCCCC3)nn2)c1	12	22	1%	15%	-13%	17%	72%[activator]
CN1C(=O)S/C(=C/c2cccn2-c2cccc(C(=O)O)c2)C1=O	-1	-6	3%	13%	0%	25%	3%
O=C(CSC1=NC(=O)C(c2ccccc2)C(=O)N1)Nc1cccc(Cl)c1 (centres undefined)	-4	-10	4%	3%	23%	25%	/
O=C(COc1ncnc2ccccc12)N1CCN(c2ccccc2)CC1	8	21	-1%	3%	14%	-1%	12%
Cc1cc(C(=O)Nc2cccnc2Cl)on1	-1	19	0%	5%	-1%	/	/
Cn1c(SCc2nc3ccccc3c(=O)[nH]2)nc2ccccc21	17*	53	4%	0%	1%	-12%	11%
CN(C)S(=O)(=O)CC12CCC(CC1=O)C2(C)C (centres undefined)	-5	-4	-6%	11%	-9%	22%	4%
COC(=O)c1ccc(NC(=O)CSc2nnc(C)n2CC2CCCO2)cc1 (centres undefined)	1	-13	-1%	13%	-5%	?	-19%
C/C(=N/O)c1cc(C(C)(C)C)c(O)c(C(C)(C)C)c1	-3	-10	-11%	-10%	4%	/	/
CCOc1ccc(C(=O)OC2CCCN(C)C2)cc1 (centres undefined)	10	37	4%	-1%	-1%	10µM*	-6%
CCC1CCc2c(sc3ncnc(N4CCOCC4)c23)C1 (centres undefined)	-4	-9	-9%	-3%	-3%	0%[5.75 µM]	?
O=C(NN1C(=O)C2C3C=CC(C3)C2C1=O)c1cccc(Cl)c1 (centres undefined)	-1	8	1%	-6%	3%	0%	0%
Cc1csc(NC(=O)c2ccc(Cl)cc2[N+](=O)[O-])n1	46*	128*	1%	2%	0%	-30%	/
CCN1CCN(c2ccc(S(=O)(=O)N3CCCCC3)cc2NC(=O)c2ccc(OC(F)F)cc2)CC1	/	/	4%	-13%	/	?	?
O=C1CCC/C(=N/NC(=O)c2sc3ccccc3c2Cl)C1	18*	22	-4%	63%[activator]	-6%	0%	32%[activator]
Cc1ccc(S(=O)(=O)NCCC2=CCCCC2)cc1C(N)=O	-2	-8	-6%	-13%	-6%	10µM*	15%
COc1ccc(CCC(=O)N2CCN(C(=O)c3ccccc3)CC2)cc1	-2	-5	1%	-7%	-4%	-10%	-1%
Cc1cc(=O)n(CC(C)C)c(O)c1C#N	-3	1	1%	0%	0%	-2%	3%
O=C(Cn1cc2c(n1)CCCC2)Nc1cc(-c2cccc(Cl)c2)no1	28*	44*	2%	24%	5%	23%	?
COCCCNC(=O)c1c(N)n(-c2cccc(S(N)(=O)=O)c2)c2nc3ccccc3nc12	-1	-7	-9%	16%	4%	-20%	?
O=C(CSc1ccccc1)NCCc1ccc(F)cc1	29*	/	4%	-5%	8%	3.3µM*	8%
COc1ccccc1CN1CCNC(=O)C1CC(=O)NCCCN1CCCC1=O (centres undefined)	4	-5	3%	12%	6%	30%	40%[activator]
CCOc1ccc(OCC)c(NC(=O)c2[nH]c(C)c(C(C)=O)c2C)c1	2	69	0%	6%	2%	6%	-4%
C=C(C)C1CC=C(C)/C(=N\NC(=S)Nc2ccc(C)cc2)C1 (centres undefined)	23*	54*	2%	-8%	4%	10µM*	15µM*
Cn1c(=O)c2c(n3cnnc13)-c1ccccc1CC21CCCC1	-2	-8	1%	-5%	3%	?	?
C[C@@H]1C[C@H](O)c2cc(Cl)ccc2N1	-2	-13	-4%	-4%	-2%	4%	-16%
CCc1nn(C(CC)C(=O)NCc2cccc(OC)c2)c(=O)c2cc3occc3n12 (centres undefined)	17	-6	4%	-17%	-4%	35%[activator]	13%
COC(=O)c1ccccc1NC(=O)CN1CCC(C)CC1	10	6	0%	7%	0%	0%	-3%
CC(C)C(NC(=O)C1CCC(C(C)(C)C)CC1)C(=O)NCCCN1CCCCC1 (centres undefined)	-3	-9	-4%	-1%	1%[11.5 µM]	13µM*	-7%
COc1ccc(-n2cnnc2SCC(=O)NCc2cccs2)cc1	-6	39	6%	0%	4%	3%	/
Cc1ccc(S(=O)(=O)N2CCCC(NC(=O)N3CCN(c4ccccc4)CC3)C2)cc1 (centres undefined)	-3	-4	0%	21%	0%	/	?
Cc1ccc(-c2cc(C(=O)OCC(=O)N(C)c3c(N)n(Cc4ccccc4)c(=O)[nH]c3=O)c3ccccc3n2)o1	/	/	0%	0%	/	?	?
CCOc1ccc(N(CC(=O)NCc2ccccc2Cl)S(=O)(=O)c2c(C)noc2C)cc1	6	-2	-4%	10%	6%	?	13µM*
Cc1ccc(C(OC(=O)c2ccco2)C(=O)NCc2cccs2)cc1 (centres undefined)	-3	-4	8%	-2%	8%	-3%	6%
COc1cc(NS(=O)(=O)c2cc3[nH]c(=O)c(=O)[nH]c3cc2C)cc(OC)c1OC	0	10	-1%	0%	0%	0%	?
CCCCC(C(=O)NC(=O)NCc1ccccc1)N1C(=O)c2ccccc2C1=O (centres undefined)	-3	-9	2%	-5%	-1%	-25%	/
COc1ccccc1NC1=NCCS1	-6	-14	0%	-14%	-7%	/	20%
Cc1nc(C(=O)N2CCC(n3nccc3NC(=O)Nc3ccccc3Cl)CC2)cs1	17	2	-3%	-5%	0%	2%	-1%
O=C(CC(c1ccc(F)cc1)c1ccco1)N1CCOCC1 (centres undefined)	-2	-12	-10%	11%	3%	7%	20%
COc1ccc(C2C(C(=O)N3CCCCC3)CC(=O)N2c2ccc(OC)cc2)cc1 (centres undefined)	-2	25	1%	0%	5%	9.3µM*	1.7µM*
Cc1ccc(OCc2ccc(C(=O)Nc3nc4ccccc4n3Cc3ccccc3)o2)c([N+](=O)[O-])c1	-4	-7	2%	-12%	0%	/	?
COc1ccc(OC)c(CNC(=O)c2ccc(C)c(NC(=O)C3=C(C)OCCS3)c2)c1	-8	9	-5%	-15%	-3%	?	-16%
CCSc1nnc(NC(=O)CSc2nnc(CNC(=O)c3ccc(OC)cc3)o2)s1	-4	-7	-13%	-14%	-1%	?	-19%
CC(C)(C)n1nnnc1CN1CCSCC1	-2	-4	3%	-7%	-4%	10%	3%

Exported with values under each structure: entries from further up.
Sequence of screens – Cycloheximide cs, Shiga inhibitor, Tb PYK inh, AMA1 RON2 block, LmPK inh, Pf growth 96h, Pf growth 48h
- Cn1c(=O)c2c(n3cnnc13)-c1ccccc1CC21CCCC1
→ -2, -8, 1%, -5%, 3%, ?, ?
- CC(C)(C)n1nnnc1CN1CCSCC1
→ -2, -4, 3%, -7%, -4%, 10%, 3%
- CCCCC(C(=O)NC(=O)NCc1ccccc1)N1C(=O)c2ccccc2C1=O (centres undefined)
→ -3, -9, 2%, -5%, -1%, -25%, /
- Cc1ccc(S(=O)(=O)N2CCCC(NC(=O)N3CCN(c4ccccc4)CC3)C2)cc1 (centres undefined)
→ -3, -4, 0%, 21%, 0%, /, ?
- COc1cc(NS(=O)(=O)c2cc3[nH]c(=O)c(=O)[nH]c3cc2C)cc(OC)c1OC
→ 0, 10, -1%, 0%, 0%, 0%, ?

Following part.
SMILES	Cycloheximide cs	Shiga inhibitor	Tb PYK inh	AMA1 RON2 block	LmPK inh	Pf growth 96h	Pf growth 48h
C=CCSc1nnc2c(n1)OC=Nc1ccc(Br)cc1-2	7	9	0%	3%	-17%	?	-16%
Cc1nn(CC(=O)O)c(C)c1[N+](=O)[O-]	1	-9	-6%	?	-8%	?	35%[activator]
O=C(Nc1ccc(O)cc1)c1cc(S(=O)(=O)N2CCCC2)ccc1Cl	-4	-15	5%	8%	6%	-25%	-14%
CCOC(=O)c1cccc(NC(=O)CSc2nc3ccccc3c(=O)n2CCOC)c1	-6	-12	-3%	0%	8%	31%[activator]	/
S=C(NNc1ccnc2cc(Cl)ccc12)Nc1ccc(Cl)cc1Cl	-3	1	-16%	31%[activator]	0%	0.74µM*	1.9µM*
O=C(O)/C=C/c1cn(-c2ccccc2)nc1-c1ccc(-c2ccc([N+](=O)[O-])cc2)o1	-2	-5	-4%	-4%	2%	6%	9%
CCCCn1nc(C(=O)Nc2c(C)n(C)n(-c3ccccc3)c2=O)c2ccccc2c1=O	/	/	-2%	-3%	/	15µM*	?
Cc1ccc(S(=O)(=O)Cc2cc(F)c([N+](=O)[O-])cc2[N+](=O)[O-])cc1	22*	46*	-2%	-6%	3%	?	?
CCN(CC)c1ccc(CNc2nc3ccccc3n2CCN2CCCCC2)cc1	2	28	-7%	?	-1%	6%	?
CCO/C=C/C(=O)N(C)CCC#N	-2	-6	-8%	12%	-1%	12µM*	13%
N#Cc1nc(COc2cccc(Cl)c2)oc1NCc1ccco1	50*	65	-11%	-15%	3%	-19%	/
